Screening results deposited in PubChem by Sanford-Burnham Center for Chemical Genomics.
MIN6 prolif = MIN6 beta-cell proliferation induction; MIN6 cells proliferation, ATPlite luminescence, 48 h; cells starved in 0.2% serum; 100% = growth in 10% serum; proliferation, % at 10 µM; actives 0.29% (n = 330,000);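 active means compounds whose signal lies at least 3.5 SD above the mean of all wells on their plate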;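 further: 0% = DMSO-treated cells in low-serum medium and 100% = 10% serum control; some compounds called inactive have numbers as strong as hits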
A3G deaminase = blocks human APOBEC3G single-stranded DNA deamination; recombinant A3G, ssDNA deamination FAM/TAMRA fluorescence; actives 0.28% (n = 330,000); inhibition, % at 20 µM;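 active means inhibition of at least 40% at 20 µM, with no more than 30% in the related APOBEC3A deaminase screen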;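 further: plate controls were DMSO wells with A3G for no effect and wells lacking A3G enzyme for full effect; some compounds called inactive have numbers as strong as hits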
A3A deaminase = human APOBEC3A DNA deaminase inhibition | P31941 | recombinant A3A, FAM/TAMRA ssDNA deamination fluorescence | AID 493011 | actives 0.41% (n = 330,000) | inhibition, % at 20 µM;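 active means at least 40% inhibition at 20 µM here, with at most 30% in a related deaminase screen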;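 further: plate controls were A3A with DMSO for no effect and wells lacking A3A enzyme for full effect; some results filed as inactive read as strong as hits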
Target sequence (P31941 whole entry, looked up): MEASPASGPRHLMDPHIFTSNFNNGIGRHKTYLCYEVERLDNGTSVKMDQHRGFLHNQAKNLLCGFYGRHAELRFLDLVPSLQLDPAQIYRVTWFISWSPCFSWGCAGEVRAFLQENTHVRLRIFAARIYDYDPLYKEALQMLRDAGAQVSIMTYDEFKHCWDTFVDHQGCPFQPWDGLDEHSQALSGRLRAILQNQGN
ATG4B inh = ATG4B (human) cysteine protease inhibition; Q9Y4P1; ATG4B cleavage of LC3-PLA2, NBD-HPC fluorescence, 1 h; inhibition, % at 8.33 µM; actives 0.51% (n = 340,000); in the data active means inhibition above about 40%
Target sequence (Q9Y4P1 whole entry, looked up): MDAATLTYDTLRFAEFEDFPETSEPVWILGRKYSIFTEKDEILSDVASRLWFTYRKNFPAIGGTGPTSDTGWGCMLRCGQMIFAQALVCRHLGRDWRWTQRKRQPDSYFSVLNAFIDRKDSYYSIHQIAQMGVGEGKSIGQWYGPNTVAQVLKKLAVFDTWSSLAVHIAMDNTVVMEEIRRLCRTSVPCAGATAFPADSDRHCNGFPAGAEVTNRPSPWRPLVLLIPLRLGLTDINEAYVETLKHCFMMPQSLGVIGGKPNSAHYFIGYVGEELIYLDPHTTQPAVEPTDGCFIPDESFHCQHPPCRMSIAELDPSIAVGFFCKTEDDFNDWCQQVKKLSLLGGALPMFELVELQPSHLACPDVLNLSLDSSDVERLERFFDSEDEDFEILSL
mIAP act = increases mouse intestinal alkaline phosphatase activity; activation factor at 10 µM; actives 0.24% (n = 330,000); muIAP, CDP-Star luminescence, 30 min; hits give high values; 1 = vehicle-only enzyme signal, 0 = enzyme-free wells; AID 2805;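 active means activation factor of at least 2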; further: the source names both 10 and 20 µM as test concentration; values of inactives mirror those of a sister screen read the other way
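Assay system: mouse IAP enzyme / Compound: DMSO-dissolved test compounds / Timing: 30 min, room temperature / Measured by: luminescence from enzymatic CDP-Star hydrolysis / Control set: DMSO-only wells, enzyme-free buffer wells as negative control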
hIAP activ = increases human intestinal alkaline phosphatase activity; purified human IAP, CDP-Star luminescence, 30 min; hits give high values; 1 = vehicle-only enzyme, 0 = enzyme-free background; activation factor at 10 µM; actives 0.16% (n = 330,000);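 active means activation factor of the enzyme at least 2-fold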; further: the source names both 10 and 20 µM as test concentration; values of inactives mirror those of a sister screen read the other way
Target sequence (P09923 whole entry, looked up): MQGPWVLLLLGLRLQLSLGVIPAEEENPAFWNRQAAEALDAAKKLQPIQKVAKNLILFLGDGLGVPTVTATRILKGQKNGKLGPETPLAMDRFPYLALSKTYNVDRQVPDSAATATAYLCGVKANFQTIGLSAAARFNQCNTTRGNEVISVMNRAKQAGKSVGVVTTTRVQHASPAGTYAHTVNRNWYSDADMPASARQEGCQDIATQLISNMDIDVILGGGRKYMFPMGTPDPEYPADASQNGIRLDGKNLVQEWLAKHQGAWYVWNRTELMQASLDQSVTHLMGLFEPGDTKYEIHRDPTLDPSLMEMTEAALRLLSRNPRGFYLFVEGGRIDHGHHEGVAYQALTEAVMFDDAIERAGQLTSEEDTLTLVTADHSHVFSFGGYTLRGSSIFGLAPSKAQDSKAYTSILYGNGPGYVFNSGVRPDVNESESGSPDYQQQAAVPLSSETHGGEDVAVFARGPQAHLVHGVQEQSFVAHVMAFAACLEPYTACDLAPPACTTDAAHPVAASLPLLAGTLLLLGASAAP
MPTP block = permeability transition pore inhibition. isolated mouse mitochondria, Ca2+ swelling absorbance, 30 min. inhibition, % at 10 µM. actives 1.4% (n = 360,000);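 active means inhibition of 50% or more, scaled per plate between neutral and stimulator controls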;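 further: 0% = DMSO wells given calcium and 100% = 1 mM EGTA wells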
hIAP block = human IAP inhibition | actives 0.12% (n = 330,000) | inhibition, % at 10 µM | P09923 | purified IAP, CDP-Star luminescence, 30 min;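 active means inhibition reaching a set limit with compound at 10 µM in the primary screen, cut at about 35% in these data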;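 further: plate controls were DMSO wells with enzyme for no effect and no-enzyme buffer wells for full effect; values of inactives mirror those of a sister screen read the other way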
mIAP block = blocks mouse intestinal alkaline phosphatase; purified mouse IAP, CDP-Star luminescence, 30 min; inhibition, % at 10 µM; actives 0.2% (n = 330,000);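 active means inhibition of at least 40% at 10 µM in the primary screen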;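 further: plate controls were DMSO with enzyme for no effect and no enzyme wells for full effect; values of inactives mirror those of a sister screen read the other way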
Starred values were filed as active, the others as inactive; . = no result given.

Each structure is followed by: MIN6 prolif, A3G deaminase, A3A deaminase, ATG4B inh, mIAP act, hIAP activ, MPTP block, hIAP block, mIAP block
CCOC(=O)C(=CNc1ccc(-c2ccco2)c(Cl)c1)C(=O)OCC
 : -4.4, -9.8, -3.8, 2.7, 0.88, 0.874, 3.1, 12.6, 12.0
CCOC(=O)C1=c2s/c(=C\c3ccncc3)c(=O)n2C(N)=C(C(=O)OC)C1c1ccncc1 (stereo not given)
 : -2.5, -6.8, -5.2, -0.5, 0.937, 0.888, -2.5, 11.2, 6.3
O=C(COC(=O)CCc1c[nH]c2ccccc12)NC(c1ccccc1)c1ccccc1
 : -3.0, -4.6, -1.2, -20.7, 1.26, 1.31, 0.6, -30.9, -26.5
O=C(NCC1CCCO1)c1cc(-c2ccc(Cl)cc2Cl)on1 (stereo not given)
 : -3.3, -6.1, -3.4, 1.8, 0.967, 1.29, -0.7, -29.2, 3.3
CCC(C)NC(=O)Cc1ccc(-c2ccccc2)cc1 (stereo not given)
 : -1.6, -6.6, 0.8, 10.5, 1.01, 1.09, 3.0, -9.2, -0.7
Cc1ccc(-c2nn3c(C)nnc3s2)cc1NC(=O)c1ccc(-c2ccc(Cl)cc2Cl)o1
 : -5.4, -2.7, 43.2*, -1.7, 0.891, 0.869, -1.7, 13.1, 10.9
O=C(Nc1ccc2cn[nH]c2c1)c1ccc(S(=O)(=O)N2CCOCC2)cc1
 : -3.1, 3.4, 6.5, -9.5, 0.868, 1.03, -4.1, -2.7, 13.2
Cc1cc(C)c(NC(=O)C(C)OC(=O)c2cc(Br)c(Br)s2)c(C)c1 (stereo not given)
 : -0.4, -8.5, -3.4, -8.8, 0.811, 1.07, 2.0, -6.8, 18.9
Cc1ccc2cc(CN(C(=O)c3ccco3)c3ccccc3)c(=O)[nH]c2c1
 : 0.2, 6.1, -2.0, -11.0, 1.03, 0.94, 16.1, 6.0, -2.9
Cc1[nH]c2ccccc2c1/C=C(\C#N)C(=O)NC(C)c1ccccc1 (stereo not given)
 : 1.5, 9.0, 41.2*, -15.6, 0.904, 0.822, -4.9, 17.8, 9.6
Clc1ccc(-c2cc(-c3ccccc3)on2)cc1
 : -1.8, -6.9, 94.8*, 0.2, 0.751, 1.02, 0.0, -2.3, 24.9
COc1ccccc1C/C(N)=N/OC(=O)c1cccc([N+](=O)[O-])c1
 : -1.7, -8.8, -3.5, 7.2, 0.879, 0.79, -2.0, 21.0, 12.1
CC(=O)OCCN(C)c1cc(SC(C)C)c2nonc2c1[N+](=O)[O-]
 : -3.7, -6.5, 2.0, -7.8, 1.01, 0.987, 1.1, 1.3, -1.3
O=C(CCCN1C(=O)/C(=C/c2ccccc2Cl)SC1=S)NNC(=O)c1ccccc1Cl
 : -1.1, 2.4, 0.0, 25.0, 0.886, 0.869, 0.8, 13.1, 11.4
C[C@@H](C(=O)NCC1CCCO1)N1C(=O)N2CCc3c([nH]c4ccccc34)[C@@]2(C)C1=O (stereo not given in full)
 : -2.8, -6.1, -4.5, -23.3, 0.807, 0.942, 0.5, 5.8, 19.3
S=C(c1ccc2c(c1)OCO2)N1CCOCC1
 : 4.3, -11.4, -4.1, 1.1, 0.985, 0.986, -0.3, 1.4, 1.5
COc1cc(C=O)ccc1OC(=O)Nc1ccccc1
 : 0.9, -5.2, -1.3, -0.2, 0.996, 1.18, -0.3, -18.2, 0.4
Cn1c(CN2CCOCC2)nnc1SCC(N)=O
 : 0.0, 2.5, 7.6, 3.9, 1.01, 0.901, -2.1, 9.9, -1.5
Cc1ccc(NS(=O)(=O)c2c(C(=O)N3CCCCCC3)c(C)n(C)c2C)c(Cl)c1
 : 8.4, -1.2, -3.4, -7.9, 0.99, 0.951, 1.3, 4.9, 1.0
CCC(C(=O)N1CCc2cc(OC)c(OC)cc2C1)c1ccccc1 (stereo not given)
 : -0.9, -3.1, 0.2, -8.1, 0.977, 1.07, -0.3, -7.1, 2.3
O=C(Nc1ccccc1C(=O)N/N=C/c1ccncc1)c1ccccc1
 : -5.8, -6.2, -2.7, -5.3, 0.869, 0.966, 2.5, 3.4, 13.1
COC(=O)c1ccc(N(CC(=O)NC2CCCC2)C(=O)CNC(=O)c2cccs2)cc1
 : -0.4, -7.3, -0.7, -3.6, 0.963, 0.964, 0.5, 3.6, 3.7
COc1cc(OC)c(-c2nnc3n(CCc4ccccc4)c(=O)c4ccccc4n23)cc1OC
 : -1.5, -1.0, -1.3, ., 0.934, 1.02, ., -1.9, 6.6
CCOC(=O)c1cc2c(=O)n3ccccc3nc2n(C)c1=NC(=O)c1c(-c2c(F)cccc2Cl)noc1C
 : 1.5, -7.4, -0.2, 2.2, 0.974, 1.09, 4.7, -8.9, 2.6
CC1CCN(c2c(NCc3ccc(C(=O)N4CCc5ccccc54)cc3)c(=O)c2=O)CC1
 : -4.7, -10.4, -4.7, 5.6, 0.994, 0.916, -1.3, 8.4, 0.6
O=C(CCc1ccc(S(=O)(=O)N2CCOCC2)cc1)Nc1ccc(N2CCOCC2)cc1
 : 0.0, -2.2, -1.8, -14.8, 0.966, 0.942, -1.3, 5.8, 3.3
CCN(c1ccccc1)S(=O)(=O)c1ccc(Cl)c(NC(=O)COC(=O)C2CC2C)c1 (stereo not given)
 : -3.7, -2.3, -1.9, -13.0, 1.01, 1.09, 1.8, -9.2, -1.0
COC(=O)CCC/C=C1/SCC(NC(=O)c2ccccc2)C1O (stereo not given)
 : -0.6, -3.9, 0.8, -10.6, 0.928, 1.04, -2.7, -3.8, 7.2
O=c1c2ccccc2n(Cc2cccc(F)c2)c(=O)n1C1CCCC1
 : -1.2, -0.8, -4.0, 16.1, 0.828, 0.988, 2.5, 1.2, 17.2
Cc1ccc2nsnc2c1S(=O)(=O)NCc1ccncc1
 : -4.6, -0.6, -2.1, -3.6, 1.1, 0.943, 1.1, 5.7, -10.2

One compound at a time (already shown).
CCOC(=O)c1cc2c(=O)n3ccccc3nc2n(C)c1=NC(=O)c1c(-c2c(F)cccc2Cl)noc1C across the screens: MIN6 prolif = 1.5; A3G deaminase = -7.4; A3A deaminase = -0.2; ATG4B inh = 2.2; mIAP act = 0.974; hIAP activ = 1.09; MPTP block = 4.7; hIAP block = -8.9; mIAP block = 2.6
CCOC(=O)C1=c2s/c(=C\c3ccncc3)c(=O)n2C(N)=C(C(=O)OC)C1c1ccncc1 (stereo not given) across the screens: MIN6 prolif = -2.5; A3G deaminase = -6.8; A3A deaminase = -5.2; ATG4B inh = -0.5; mIAP act = 0.937; hIAP activ = 0.888; MPTP block = -2.5; hIAP block = 11.2; mIAP block = 6.3

Sorted by molecular weight (ascending): part of the list above.
Each structure is followed by: MIN6 prolif, A3G deaminase, A3A deaminase, ATG4B inh, mIAP act, hIAP activ, MPTP block, hIAP block, mIAP block
CCC(C)NC(=O)Cc1ccc(-c2ccccc2)cc1 (stereo not given)
 : -1.6, -6.6, 0.8, 10.5, 1.01, 1.09, 3.0, -9.2, -0.7
CC(=O)OCCN(C)c1cc(SC(C)C)c2nonc2c1[N+](=O)[O-]
 : -3.7, -6.5, 2.0, -7.8, 1.01, 0.987, 1.1, 1.3, -1.3
CCN(c1ccccc1)S(=O)(=O)c1ccc(Cl)c(NC(=O)COC(=O)C2CC2C)c1 (stereo not given)
 : -3.7, -2.3, -1.9, -13.0, 1.01, 1.09, 1.8, -9.2, -1.0

(further entries)
Each structure is followed by: MIN6 prolif, A3G deaminase, A3A deaminase, ATG4B inh, mIAP act, hIAP activ, MPTP block, hIAP block, mIAP block
COc1cccc(C(=O)COC(=O)C2CC3CCCC(C2)C3=O)c1 (stereo not given)
 : -3.8, -4.4, -0.8, -3.0, 0.991, 1.04, -0.6, -4.3, 0.9
O=C(CSc1ncnc2scc(-c3ccccc3)c12)N1CCN(Cc2ccc3c(c2)OCO3)CC1
 : 0.0, -4.0, 0.0, 14.5, 0.928, 0.932, 1.6, 6.8, 7.2
COCCN(C(=O)CCC(=O)Nc1ccccn1)C(C(=O)NC(C)C)c1ccc(C)cc1 (stereo not given)
 : 0.7, -4.1, 0.9, 0.0, 0.974, 0.94, -1.7, 6.0, 2.6
CCc1ccc(CNC(=O)CCc2nnc(CCc3ccc(OC)cc3)o2)nc1
 : 0.6, -3.4, -1.4, 25.1, 0.956, 0.93, 2.6, 7.0, 4.4
CCCCN(C(=S)Nc1ccccc1)C1CCS(=O)(=O)C1 (stereo not given)
 : -1.8, -3.2, -16.6, -0.7, 0.929, 1.08, -4.8, -8.3, 7.1
COc1cccc(-c2nnc(SCC(=O)NC3CCS(=O)(=O)C3)n2C)c1 (stereo not given)
 : -1.6, -11.1, -4.1, -9.0, 1.07, 1.07, -2.0, -7.4, -6.8
O=C(CN1CCCCC1CO)c1ccc(OC(F)F)cc1 (stereo not given)
 : 1.4, -8.4, -3.7, -3.0, 0.908, 1.01, -1.5, -0.7, 9.2
CCOc1ccc2nc(NS(C)(=O)=O)sc2c1
 : -3.3, 1.7, -0.5, -10.2, 0.997, 0.956, 0.1, 4.4, 0.3
COn1c(=O)c(=O)n(OC)c2ccccc21
 : -0.5, -2.8, 1.6, -13.0, 1, 1.05, -0.6, -4.8, -0.5
COc1ccccc1/C=C/c1nc(S(=O)(=O)c2ccccc2)c(NCCN(C)C)o1
 : -3.6, -3.6, -4.5, -10.9, 1.09, 0.839, 0.7, 16.1, -8.7
CCOC(=O)Nc1cc(=O)c2ccccc2o1
 : -3.4, -8.8, -0.7, 5.4, 0.99, 1.02, 0.1, -2.5, 1.0
CC(=O)OCCN1C(=O)c2ccc(-c3nc4ccccc4c(=O)o3)cc2C1=O
 : 0.1, -4.3, 0.9, -7.7, 0.97, 0.902, 1.4, 9.8, 3.0
COC(=O)COc1ccc(S(=O)(=O)Nc2ccccc2SC)cc1
 : -3.0, 2.4, 0.3, -9.3, 1.02, 1.02, 3.3, -2.5, -1.8
O=C(CSc1nnc(Nc2ccccc2)s1)NCc1cccs1
 : 0.0, -16.6, -6.8, -3.3, 1.09, 1.02, 0.0, -1.7, -9.2
Cc1ccc(/C=C2\C(=N)N3N=C(CC(=O)N4CCOCC4)SC3=NC2=O)o1
 : -2.7, 4.4, 15.3, 1.2, 0.983, 0.868, -0.9, 13.2, 1.7
N[C@@H](Cc1ccccc1)C(=O)N1CCC(C(=O)N[C@@H](CCC(=O)O)C(=O)O)CC1
 : -1.5, -8.4, -0.5, 0.9, 1.05, 1.09, 0.7, -9.4, -4.9
Cc1ccc(NC(=O)CCn2c(=O)[nH]c3ccsc3c2=O)cc1F
 : 0.0, -0.6, 5.4, -1.8, 1.01, 1.06, -0.1, -6.5, -1.2
O=S(=O)(c1cccs1)N1CCN(c2ccnc3cc(Cl)ccc23)CC1
 : 1.3, -9.3, -2.1, -10.5, 0.839, 0.992, 36.8, 0.8, 16.1
CC1CC(C)CN(C(=O)C(Cc2ccccc2)n2cccc2)C1 (stereo not given)
 : -1.2, -5.2, -4.5, 4.4, 1.04, 1.03, 2.0, -3.4, -3.9
O=Cc1cn(Cc2ccccc2)nc1-c1cccnc1
 : -3.3, -2.6, 6.0, -2.5, 1.05, 1.13, 0.1, -13.4, -5.1
O=C(Cn1c(-c2ccccc2)noc1=O)N1CCC(Cc2ccccc2)CC1
 : 3.9, -12.2, -4.9, -7.2, 0.964, 0.953, 0.8, 4.7, 3.6
CCOC(=O)c1nnn(-c2nonc2-n2cccc2)c1CCl
 : -7.4, -4.0, -5.3, 16.5, 0.932, 1.01, 4.0, -1.5, 6.8

3 compounds already listed, sorted by the number in MPTP block, descending:
molecule	MPTP block
N[C@@H](Cc1ccccc1)C(=O)N1CCC(C(=O)N[C@@H](CCC(=O)O)C(=O)O)CC1	0.7
O=C(NCC1CCCO1)c1cc(-c2ccc(Cl)cc2Cl)on1 (stereo not given)	-0.7
CCOC(=O)C1=c2s/c(=C\c3ccncc3)c(=O)n2C(N)=C(C(=O)OC)C1c1ccncc1 (stereo not given)	-2.5
